All columns: NCI-60 one-dose screen, growth in % after 48 h at 10 µM unless noted; 100 = growth as untreated, 0 = no growth, -100 = all killed.
NCI-H322M: NCI-H322M lung cancer. AID 1794733. hit rate 2.7% among 80,000
NCI-H460: NCI-H460 lung cancer; hit rate 6.8% among 82,000; AID 1794736
NCI-H23: NCI-H23 lung cancer; hit rate 4% among 80,000; AID 1794731
NCI-H226: NCI-H226 lung cancer; hit rate 3.5% among 79,000; AID 1794732
NCI-H522: NCI-H522 lung cancer; hit rate 8% among 78,000
OVCAR-5: OVCAR-5 ovarian cancer; hit rate 2.9% among 82,000
OVCAR-8: OVCAR-8 ovarian cancer; hit rate 4.4% among 81,000
OVCAR-3: OVCAR-3 ovarian cancer; hit rate 7% among 79,000
NCI/ADR-RES: NCI/ADR-RES ovarian cells | hit rate 4.4% among 81,000
An asterisk follows results filed as active; · = no result given; & = joins results of further samples; [ ] = remark or other dose. Rule for the calls: active = growth percent below 10; inactive = the rest.

The opening two records as a preview:
SMILES	NCI-H322M	NCI-H460	NCI-H23	NCI-H226	NCI-H522	OVCAR-5	OVCAR-8	OVCAR-3	NCI/ADR-RES
CN1CCN(Cc2ccc(NC(=O)c3cncc(C#Cc4cncn5ccnc45)c3)cc2C(F)(F)F)CC1	105	64	63	34	47	48	69	84	94
C[C@H]1[C@H](OC(=O)CCC(=O)O)O[C@@H]2O[C@]3(C)CC[C@H]4[C@H](C)CC[C@@H]1[C@@]24OO3	·	26	20	59	·	44	23	31	24

All compounds of this part (from the top)
SMILES	NCI-H322M	NCI-H460	NCI-H23	NCI-H226	NCI-H522	OVCAR-5	OVCAR-8	OVCAR-3	NCI/ADR-RES
CN1CCN(Cc2ccc(NC(=O)c3cncc(C#Cc4cncn5ccnc45)c3)cc2C(F)(F)F)CC1	105	64	63	34	47	48	69	84	94
C[C@H]1[C@H](OC(=O)CCC(=O)O)O[C@@H]2O[C@]3(C)CC[C@H]4[C@H](C)CC[C@@H]1[C@@]24OO3	·	26	20	59	·	44	23	31	24
CCSCCC(NC(C)=O)/C(C)=N/NC(N)=S (centres undefined)	·	105	95	94	89	110	96	105	100
O=C(O)C1CCC(c2ccccc2)N1 (centres undefined)	100	111	100	102	89	96	104	112	108
COc1cc(-c2nc3sccn3c2-c2ccnc(NCCNS(=O)(=O)c3ccccc3)n2)ccc1F	68	60	68	41	36	113	46	75	47
O=C(CSc1nnc(-c2cccs2)n1-c1ccccc1)Nc1ccccc1	84	82	86	64	58	97	54	84	62
CCN(c1ccc(Cl)cc1)c1nc(-c2ccc(Br)cc2)cs1	98	99	97	96	81	100	108	109	111
CC(=O)OCC1CCCO1 (centres undefined)	99	91	106	100	91	110	110	114	105
CN(C)c1ccc(/C=C/c2nc3ccccc3c(=O)n2CC(=O)Nc2ccc(Cl)cc2)cc1	62	45	67	2.4*	78	75	2.8*	42	22
NC(=S)N/N=C/c1ccc(Cl)cc1	104	106	98	97	88	108	93	116	100
Nc1nc(Cl)c(C=O)c(Nc2ccccc2)n1	100	100	86	114	89	93	80	107	99
COC(=O)c1ccc(C)c([N+](=O)[O-])c1	127	112	100	107	104	116	111	113	104
COC(=O)c1cc(C(C)=O)n2c1ccc1c3ccccc3ccc12	99	70	80	63	91	95	79	98	81
CCN1CCN(CCCN(C[C@H]2Cc3ccccc3CN2)[C@H]2CCCc3cccnc32)CC1	80	90	101	84	89	93	85	84	92
Cc1nn(-c2ccccc2)c(Sc2nnc(Nc3c(C)n(C)n(-c4ccccc4)c3=O)s2)c1C=O	104	123	·	119	104	117	103	·	109
CC1CCC(C(C)C)/C(=N/NC(=O)CC#N)C1 (centres undefined)	·	107	·	108	81	105	105	108	108
COc1ccc(C(=O)O)cc1C(=O)O	101	105	92	·	83	111	109	105	92
Cc1ccc2oc(=O)cc(-c3sc(N4CCCC4)nc3-c3ccccc3)c2c1	98	104	90	89	77	113	95	97	97
CSc1nnc2sc3cc(C)ccc3n12	102	102	99	89	109	99	92	110	·
C/C(=N/NC(N)=O)c1ccccc1	108	118	112	101	130	98	116	110	115
O=C1Nc2ccccc2/C1=C/c1cccn1C(=O)c1ccc(Cl)s1	50	76	30	62	38	67	75	39	74
Cc1cccc(NC=O)c1C	114	108	96	93	103	106	112	105	106
Cn1c(=O)c2c(-c3ccccc3F)n(-c3ccc4c(c3)OCO4)cc2n(C)c1=O	·	99	95	·	91	99	99	114	96
CCOC(=O)c1ccc2nc(C(F)(F)F)c(C(=O)c3cccs3)nc2c1	108	108	95	111	92	92	103	123	96
CCc1c(C(=O)NCc2cccc(Cl)c2)[nH]c(C)c1C(C)=O	98	105	89	67	86	98	105	115	84
COc1cc2cc(Oc3ccc(NC(=O)Nc4cc(C(F)(F)F)cc(C(F)(F)F)c4)cc3)c(C)nc2cc1OCCN(C)C	109	107	104	99	102	109	113	120	109
CC1(C)OC(=O)C(=Cc2ccc(Br)cc2)C(=O)O1	103	101	102	88	95	97	91	110	104
COCCc1sc[n+](Cc2cnc(C)nc2N)c1C	96	112	105	87	88	117	99	102	110
O=C(O)c1cn(C2CC2)c2cc(N3CCN(C(=O)CN4C(=O)CSC4=O)CC3)c(F)cc2c1=O	101	107	103	101	·	99	105	108	108
O=C(N=Nc1c(O)[nH]c2ccccc12)C(=O)N=Nc1c(O)[nH]c2ccccc12	99	110	107	110	94	111	107	109	106
CCn1c2ccc(O)cc2c2c(C)c3c[n+](CCCCCC(N)=O)ccc3c(C)c21	·	87	71	94	52	100	67	95	72
Cc1ccc(NC2C(=O)NC(=O)NC2=O)cc1	104&116	110&105	102&99	155&101	103&119	95&97	106&92	112&107	105&110
O=S(=O)(NCCNc1cc(-c2c(-c3cccc(O)c3)nc3sccn23)ccn1)c1ccc(F)cc1	83	56	83	65	67	114	44	66	93
CC1(C)N=C(c2ccccc2)C(c2ccccc2)=N1	100	109	105	98	83	103	105	109	128
Nc1nc(Nc2cccc(F)c2)nc2ccccc12	47	32	39	·	51	54	56	51	38
O=[N+]([O-])c1cccc(-c2cc(-c3cc(Br)ccc3O)[nH]n2)c1	24	7.5*	28	53	15	55	34	2.1*	19
COc1cccc(/C=N/NC(=O)c2ccccc2N2CCCC2)c1O	50	21	53	72	-34*	58	55	-4.5*	14
COc1ccc(-c2ccc(=O)n(-c3ccc(S(C)(=O)=O)cc3)n2)cc1OC	98	108	97	108	·	103	107	115	104
COc1ccc2c(c1)c1nc3cc(C)c(C)cc3nc1n2CCN(C)C	3.7*	-22*	1.6*	7.4*	6.9*	-2.6*	6.8*	27	-70*
O=C(/C=C/c1cn(-c2ccccc2)nc1-c1ccccc1)NNC(=O)Nc1ccc(Cl)cc1	97	106	82	85	66	101	94	108	101
COc1ccc(-c2n[nH]nc2-c2cc(OC)c3c(c2)OCO3)cc1	14	7.8*	10	69	-52*	43	6.2*	-15*	0.4*
COc1ccc(Oc2nc(Nc3ccc(N4CCOCC4)nc3)ncc2NC(N)=O)cc1	82	106	86	94	88	101	97	103	96
COc1ccc(C2=C/C(=C/c3ccc(-c4ccc(Cl)cc4)o3)C(=O)N2Cc2ccccc2)cc1	95	107	99	89	108	105	101	121	99
Cn1cc(Nc2ncc(C(N)=O)c(NCCCNC(=O)C3CCC3)n2)cn1	80	107	92	85	86	108	84	91	99
COC(=O)C(CC(=O)Nc1ccc(C(=O)c2nccn2C)cc1)c1ccc(C(F)(F)F)cc1 (centres undefined)	102	104	97	97	94	95	103	·	100
COc1ccc2c(Cl)cc(NC(=O)Nc3c(C)cccc3C)nc2c1	54	31	97	4.6*	78	83	61	78	78
CCCCCCOC(=O)N1CCCC1	111	105	101	94	108	102	94	115	101
NS(=O)(=O)c1ccc(Nc2nc(N/N=C/c3cc(Br)c(O)c(Br)c3)nc(Nc3ccccc3)n2)cc1	38	100	28	55	49	106	58	20	98
Cc1cc(CC(C)C)c(C(N)=O)cc1C	97	109	117	94	110	101	102	107	118
Cc1c(C(=O)/C=C/Nc2ccc(C(=O)O)cc2)sc2nc3ccccc3n12	109	106	109	102	93	99	111	119	109
Continued.
SMILES	NCI-H322M	NCI-H460	NCI-H23	NCI-H226	NCI-H522	OVCAR-5	OVCAR-8	OVCAR-3	NCI/ADR-RES
CCCNC(=O)c1cc(NCc2cc(O)ccc2O)ccc1O	105	108	96	107	61	116	93	100	103
CCCCNC(=O)C(=O)NCCCC	104	115	105	106	112	113	105	108	104
COc1ccc(C(=O)COc2ccc(/C=C3\C(=O)Nc4ccc(Cl)cc43)cc2)cc1	106	102	100	83	84	104	89	·	91
CCCCC(CC)C(=O)OC(C)CC(OC(=O)C(CC)CCCC)C(C)C (centres undefined)	101	104	98	111	94	108	103	106	98
Cc1ccc(NC(=O)c2nc(S(C)(=O)=O)oc2-c2ccc(F)cc2)cc1Nc1ccc2ncn(C)c(=O)c2c1	108	84	60	85	-7.9*	102	31	-58*	96
O=C(Oc1ccc(CO[N+](=O)[O-])cc1)c1ccccc1	-88*	-65*	-71*	-97*	-67*	-81*	-84*	-97*	-82*
CC1(O)OC(COc2ccc(Cl)cc2)COC1O (centres undefined)	104	106	102	102	104	111	100	116	103
CCOC(=O)c1nnn(-c2ccccc2)c1C1=CN(C)CCC1	96	104	93	102	87	100	102	100	102
O=C(Nc1ccccc1)C1CN(Cc2ccc([N+](=O)[O-])cc2)CCS1 (centres undefined)	87	104	96	91	71	90	93	103	93
CC(C)Cc1cc(-c2cc(CC(C)C)nc(N)n2)nc(N)n1	108	117	106	109	97	108	104	128	107

Not a retest: 2 of the compounds above.
SMILES	NCI-H322M	NCI-H460	NCI-H23	NCI-H226	NCI-H522	OVCAR-5	OVCAR-8	OVCAR-3	NCI/ADR-RES
O=C(Nc1ccccc1)C1CN(Cc2ccc([N+](=O)[O-])cc2)CCS1 (centres undefined)	87	104	96	91	71	90	93	103	93
CC(C)Cc1cc(-c2cc(CC(C)C)nc(N)n2)nc(N)n1	108	117	106	109	97	108	104	128	107

(list continues)
SMILES	NCI-H322M	NCI-H460	NCI-H23	NCI-H226	NCI-H522	OVCAR-5	OVCAR-8	OVCAR-3	NCI/ADR-RES
Cc1cccc(Cl)c1NC(=O)SC(C)C	112[100 µM]	102[100 µM]	107[100 µM]	96[100 µM]	89[100 µM]	101[100 µM]	105[100 µM]	112[100 µM]	102[100 µM]
CC1=CSC2=NC(c3ccc(Cl)cc3)=CC(c3ccc(Cl)cc3)N12 (centres undefined)	105	105	101	107	100	107	106	109	104
CCCCN(CCCC)Cc1cc(CN(CCCC)CCCC)c(O)c(CN(CCCC)CCCC)c1	99	98	97	87	81	88	97	103	101
Cc1ccc(N)cc1S(=O)(=O)Nc1ccccc1	118	112	105	108	100	109	103	110	109
O=C(N/N=C/c1c(Cl)cccc1Cl)c1ccc(C(F)(F)F)nc1Nc1cccc(C(F)(F)F)c1	1.6*	7.1*	-11*	14	-3.4*	20	19	-58*	-4.2*
COc1ccc(Oc2nc(NC3CC3)nc(Oc3ccc(OC)cc3)n2)cc1	103	108	96	90	117	108	105	113	96
CC(=O)C(C)CCc1ccccn1 (centres undefined)	107	108	100	103	95	100	111	107	107
O=C(CBr)c1c2c(cc3c1CCCC3)CCCC2	86	69	68	68	43	112	75	97	88
O=C(NC1C(O)OC(CO)C(O)C1O)NS(=O)(=O)c1ccc(CCNC(=O)c2ccc(Cl)cc2Cl)cc1 (centres undefined)	109	102	98	111	96	105	103	113	101
O=C1CCCC2=C1C(c1c[nH]c3ccc(Br)cc13)Cc1cc(Br)ccc1N2 (centres undefined)	54	17	46	69	13	66	55	27	21
CCOC(=O)c1ccc(NC(=O)CN2CCOCC2)cc1	94	108	102	92	74	112	94	112	105
Cc1cc2nc(C(C)O)[nH]c2cc1C (centres undefined)	107	98	103	106	82	103	114	107	107
NS(=O)(=O)c1ccc(N2N=C(c3cccs3)CC2c2ccccc2O)cc1 (centres undefined)	25	-0.2*	28	19	-24*	9.6*	10.0*	-21*	27
COc1ccc2[nH]cc(-c3nonc3-c3c[nH]c4ccc(OC)cc34)c2c1	70	85	88	106	47	80	83	81	80
Fc1ccc(/C=C/c2cc(/C=C/c3ccc(F)cc3)n(-c3ccc(OC(F)(F)F)cc3)n2)cc1	94	108	94	104	58	102	106	105	107
COc1ccc2c(c1)c(-c1nc(-c3cn(C)c4ncccc34)cs1)cn2CCCN1CCCCC1	80	-40*	79	67	88	85	60	-52*	69
O=C(Nc1ccc(Cl)c(Cl)c1)O/N=C\c1c(Cl)ccc([N+](=O)[O-])c1Cl	12	·	27	58	-90*	12	8.0*	-99*	16
O=c1nc2c(-c3nc(-c4ccc(F)cc4)no3)n[nH]n2c2sc3c(c12)CCCC3	107	105	·	110	98	103	109	126	113
Cc1ccc(O)c(Cc2ccc(Br)cc2)c1	98	99	92	97	106	103	88	89	95
C/C(=C(/c1ccc(Cl)cc1)c1ccc(OCCN2CCCCCC2)cc1)c1ccccc1	93	76	75	96	73	70	89	90	90
O=C(CSc1nc(-c2ccccc2)[nH]c1S(=O)(=O)c1ccccc1)NC1CC1	105	102	57	86	76	109	97	102	83
COc1ccc(C(=O)COC(=O)[C@H](C[Se][Se]C[C@H](NC(=O)c2ccc(Br)cc2F)C(=O)OCC(=O)c2ccc(OC)cc2)NC(=O)c2ccc(Br)cc2F)cc1	0.6*	-37*	-50*	-69*	-69*	-68*	-64*	-86*	-60*
CN1CCN(Cc2ccc(NC(=O)c3cncc(C#Cc4cnc(N)c5ncccc45)c3)cc2Cl)CC1	116	3.1*	57	56	85	95	101	116	75
CCCCCCCCCCN1C(=O)/C(=c2\sc3n(c2=O)NC2C(N=3)N(CC)C(=O)N2CC)c2ccccc21 (centres undefined)	92	105	95	89	85	92	93	105	96
COc1ccc(/C(=C\c2ccc3c(c2)OCO3)C(=O)Nc2nc3ccc(Cl)cc3s2)cc1OC	82	102	92	85	90	107	96	99	100
O=C(CSc1nc(-c2ccccc2)cc(=O)[nH]1)c1ccc(Cl)cc1	94	102	92	87	82	95	93	101	112
O=C(Nc1ncc(Cc2ccccc2)s1)C(=S)N1CCOCC1	104	103	100	102	90	104	105	110	103
CN(C)CCNc1nc2ccccc2c2c(=O)c3ccccc3sc12	43	1.3*	32	36	14	46	15	31	21
COc1cc(/C=N/N2CCCCC2)cc(OC)c1OC	103	103	95	104	96	99	97	95	104

Of the compounds above, these contain a nitro group on carbon:
SMILES	NCI-H322M	NCI-H460	NCI-H23	NCI-H226	NCI-H522	OVCAR-5	OVCAR-8	OVCAR-3	NCI/ADR-RES
COC(=O)c1ccc(C)c([N+](=O)[O-])c1	127	112	100	107	104	116	111	113	104
O=[N+]([O-])c1cccc(-c2cc(-c3cc(Br)ccc3O)[nH]n2)c1	24	7.5*	28	53	15	55	34	2.1*	19
O=C(Nc1ccccc1)C1CN(Cc2ccc([N+](=O)[O-])cc2)CCS1 (centres undefined)	87	104	96	91	71	90	93	103	93
O=C(Nc1ccc(Cl)c(Cl)c1)O/N=C\c1c(Cl)ccc([N+](=O)[O-])c1Cl	12	·	27	58	-90*	12	8.0*	-99*	16
